Hsp70 displacement: small molecules displacing fluorescent ligand from Hsp70 – biochemical, fluorescence polarization, primary screen (AID 583) | Hsp70 fluorescence polarization probe displacement, mP; higher % means a stronger effect | one-dose displacement, % at 20 µM; IC50 in µM for titrated hits | hit rate 0.06% among 140,000; in the data active = displacement above about 50%;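 also: plate controls were vehicle for no effect and reference ligand for full effect; a part of the inactive calls stands beside numbers as strong as those of hits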
MKP-3 inhibition: inhibition of rat DUSP6 enzyme activity – biochemical, in vitro, primary screen (AID 425) | recombinant MKP-3 phosphatase activity, fluorescence; higher % means a stronger effect | inhibition, % at 20 µM, or IC50 in µM where a hit was titrated | hit rate 0.17% among 110,000; in the data active = inhibition above about 50%;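 also: plate controls were vehicle for no effect and reference inhibitor for full effect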
The depositor's hits bear a star; . = not tested or not shown; & = joins results of further samples. Not all compounds are listed, so the mix of outcomes need not match the whole.

smiles | Hsp70 displacement | MKP-3 inhibition
C=CCc1cccc2cc(C(=O)NC(C)(C)C)c(=O)oc12 | 2.2% | -7%
CC(C)NC(=O)CSc1nc2ccccc2c(=O)n1CCCOC(C)C | 0.5% | 5%
COc1ccc(CCc2nc(-c3ccc(-n4cccc4)cc3)no2)cc1 | 4.6% | -6%
COc1ccc(CCNC(=O)CSc2nnc(CNC(=O)c3ccccc3F)o2)cc1OC | . | 2%
COc1cc2c(cc1C)/C(=N/OC(=O)c1ccc(OC)c([N+](=O)[O-])c1)CCC2 | 4.2% | 0%
CCOc1ccc2[nH]c(=O)c(CN(CC3COCCO3)C(=O)c3ccco3)cc2c1 (centres undefined) | 2.0% | -1%
Cn1/c(=N/N=C/c2cc([N+](=O)[O-])ccc2O)sc2ccccc21 | 3.2% | 2%
O=C(NC(=S)N1CCOCC1)C12CC3CC(CC(C3)C1)C2 | 0.3% | 2%
CCOc1ccc2nc(SCC(N)=O)sc2c1 | -1.6% | 0%
O=C1c2ccccc2S(=O)(=O)N1Cc1nnc(-c2ccccc2Br)o1 | 10% | 4%
CS(=O)(=O)N(CC(=O)N1CCOCC1)Cc1ccccc1 | -0.3% | -21%
CC(=O)c1ccc(OCCCC(=O)N2CCN(S(=O)(=O)c3cccs3)CC2)cc1 | 6.3% | -1%

Entries of single compounds from above.
Cn1/c(=N/N=C/c2cc([N+](=O)[O-])ccc2O)sc2ccccc21 is listed as Hsp70 displacement = 3.2%; MKP-3 inhibition = 2%
CS(=O)(=O)N(CC(=O)N1CCOCC1)Cc1ccccc1 is listed as Hsp70 displacement = -0.3%; MKP-3 inhibition = -21%

Next structures follow:
smiles | Hsp70 displacement | MKP-3 inhibition
COCCNC(=O)c1c(N)n(CCC2=CCCCC2)c2nc3ccccc3nc12 | . | 9%
COc1ccc(C(=O)N=Nc2c(O)n(CN3CCCC3)c3ccccc23)cc1 | 5.4% | -31%
COc1ccc(S(=O)(=O)N/N=C\c2ccc(OC)c(COc3ccc(C)cc3[N+](=O)[O-])c2)cc1 | 3.2% | .
COc1cccc(-n2ccnc2SCC(=O)Nc2ccccc2)c1 | 1.6% | -7%
CN(C)CCCn1c(N)c(C#N)c2nc(C#N)c(C#N)nc21 | 0.4% | -4%
CC(=O)c1c(C)[nH]c(C(=O)OCCCCN2C(=O)c3ccccc3C2=O)c1C | -3.6% | -13%
CCc1ccc(C2CC(c3cccc(Cl)c3)n3nc(N)nc3N2)cc1 (centres undefined) | 0.4% | -10%
Cc1ccc(S(=O)(=O)Nc2cc(C(=O)O)cc(C(=O)O)c2)cc1 | 1.1% | -3%
O=C1[C@@H]2[C@H](Cc3ccc(O)cc3)N[C@]3(C(=O)Nc4ccccc43)[C@@H]2C(=O)N1c1ccc(F)cc1 | 5.1% | -3%
Cc1ccc(/C=N/NC(=O)c2c[nH]c3ccccc23)o1 | -0.8% | .
CN(CC(=O)N1CCN(c2ccccc2)CC1)S(=O)(=O)c1cnc[nH]1 | 2.0% | 9%
O=C(c1cc(F)c(F)cc1Cl)N1CCN(c2ccc([N+](=O)[O-])c3cccnc23)CC1 | 0.9% | 4%
O=C1CC(N2CCN(C(c3ccccc3)c3ccccc3)CC2)C(=O)N1c1cccc(Br)c1 (centres undefined) | 2.4% | 0%
O=c1[nH]c(=O)n(Cc2ccccc2)cc1F | 1.3% | 0%
COc1ccc(Cl)cc1-c1nc(-c2ccc(NC(=O)c3ccncc3)cc2)no1 | -7.2% | .
CCc1ccc(N2C(=O)NC(=O)/C(=C\c3ccc(O)c(OC)c3)C2=O)cc1 | 5.7% | 2%
O=C(c1ccc(CS(=O)(=O)c2c(Cl)cccc2Cl)o1)N1CCN(c2ccccn2)CC1 | 6.6% | -14%
CCOC(=O)c1c(NC(=O)/C=C/c2cccs2)sc(C)c1C | -1.6% | 2%
Cc1cc(Br)ccc1N1C(=O)/C(=C/C=C/c2ccccc2)C(=O)NC1=S | -5.0% | 8%
COc1ccc2c(C)c(Cl)c(=O)oc2c1 | -0.4%&1.2% | -6%&-2%
Cn1c(Cn2c(=O)sc3ccccc32)nnc1SCC(=O)NCc1ccccc1 | 4.6% | -5%
O=C(NCC1CCCO1)C1CCCN1C(=O)NC1CCCCC1 (centres undefined) | -3.2% | -6%
Cc1cc(C)c2nc(SCCc3ccccc3)nc(C)c2c1 | 5.2% | .
O=C(NCC(O)CNC(=O)C(F)(F)C(F)(F)F)C(F)(F)C(F)(F)F | 0.2% | -1%

Rewritten as labelled records: entries from further up.
O=C(c1ccc(CS(=O)(=O)c2c(Cl)cccc2Cl)o1)N1CCN(c2ccccn2)CC1
- Hsp70 displacement = 6.6%
- MKP-3 inhibition = -14%

Cn1c(Cn2c(=O)sc3ccccc32)nnc1SCC(=O)NCc1ccccc1
- Hsp70 displacement = 4.6%
- MKP-3 inhibition = -5%

Cc1cc(C)c2nc(SCCc3ccccc3)nc(C)c2c1
- Hsp70 displacement = 5.2%
- MKP-3 inhibition = .

O=C(NCC(O)CNC(=O)C(F)(F)C(F)(F)F)C(F)(F)C(F)(F)F
- Hsp70 displacement = 0.2%
- MKP-3 inhibition = -1%

(continued)
smiles | Hsp70 displacement | MKP-3 inhibition
COc1ccc(OC)c(/C(O)=C/C(=O)C(=O)Nc2cc(C)cc(C)c2)c1 | -5.8% | .
Cn1c(N2CCN(c3ccccn3)CC2)nc2c1c(=O)n(Cc1ccccc1Cl)c(=O)n2C | -4.7% | 2%
CN(C)CCCNCCCNC(=O)/C(=N\O)c1ccccn1 | 0.5% | -3%
COc1cccc2cc(C(=O)Nc3cccc(C(C)=O)c3)c(=O)oc12 | -1.1% | 1%
CCOCCOC(=O)C1=C(C)NC2=C(C(=O)CCC2)C1c1ccc(I)cc1 (centres undefined) | 0.2% | -2%
COc1cc(NS(=O)(=O)c2cccc([N+](=O)[O-])c2)cc(OC)c1 | 2.8% | 3%
Cc1ccc(C)n1CCN1CCN(CC(=O)Nc2ccc(S(N)(=O)=O)cc2)CC1 | 6.3% | 2%
O=C(O)CC1S/C(=N/N=C/c2ccccc2O)N(c2ccc(O)cc2)C1=O (centres undefined) | 2.5% | 1%
CO/N=C/C(=N\Nc1ccc(OC)cc1)C(=O)c1ccc(OC)cc1 | 8.8% | .
Cc1noc(C(=O)Nc2ccccc2C(F)(F)F)c1Cl | -3.3% | 8%
COCCNC(=O)c1sc2ncn(CC(=O)N3CCCCC3)c(=O)c2c1C | -5.7% | 5%
CN(C)S(=O)(=O)c1ccc(C(=O)Nc2ccnn2C2CCCCC2)cc1 | -0.3% | 0%
COc1ccc(S(=O)(=O)N2CCCN(Cc3cccc(F)c3)CC2)cc1 | -3.8% | -7%
CCOC(=O)COc1ccc2oc(=O)cc(C)c2c1 | -0.3% | 0%
CC(C)(C)OC(=O)COc1cc2oc(=O)c3c(c2cc1Cl)CCC3 | -3.4% | 2%
CCNC(=S)N1CCC(NC(=O)C2CCCCC2)CC1 | -2.2% | .
COC(=O)c1sccc1NC(=O)c1cc(OC)c(OC)c(OC)c1 | -0.5% | .
Cc1ccc(O)c(C2=NCCNC(C(F)(F)F)=C2)c1 | 2.1% | .
C=CCn1c(COc2cccc3ccc(C)nc23)nnc1SCC(=O)OC | . | 1%
Cc1ccc(-n2nnc3ccccc3c2=O)cc1C | -0.8% | -1%
COC(=O)c1ccc(NC(=O)CN(c2ccc(C)cc2)S(=O)(=O)c2c(C)nn(C)c2C)cc1 | 3.2% | .
Cc1nc2c([N+](=O)[O-])cc(Br)cc2c(=O)[nH]1 | 0.3% | 1%
CCCCCNC(=O)c1c(N)n(/N=C/c2ccco2)c2nc3ccccc3nc12 | -6.2% | 6%
CC(C)c1ccc(N(CC(=O)O)S(=O)(=O)c2cccnc2)cc1 | 5.2% | -5%
O=C1CCC(=O)N1CCc1c[nH]c2ccccc12 | 1.5% | .
C=CCc1ccccc1OCCn1ccnc1 | -1.9% | -4%
COC(=O)c1ccc(NC(=S)NC(=O)/C=C/c2ccc(C)cc2)cc1 | 20% | 1%
O=c1[nH]c(=O)n(-c2ccc(F)cc2)c(O)c1C=Nc1ccc2c(c1)OCO2 | 28% | -2%
O=C(NCCCN1CCCCC1)C1CCC(=O)N1CCc1ccccc1 (centres undefined) | -0.3% | 10%
C=CCn1c(C2CC(=O)N(c3ccc(C)cc3)C2)nc2ccccc21 (centres undefined) | 1.9% | -1%
CC(N=Cc1nc(-c2ccccc2)oc1O)c1ccccc1 (centres undefined) | -1.2% | .
CC1/C(=N/O)C(CN(C)C)C2CC1C2(C)C (centres undefined) | 0.2% | -1%
Cc1cc(NC(=O)COC(=O)c2ccc(F)c(S(=O)(=O)N3CCOCC3)c2)no1 | -1.3% | 7%
NC(=S)N(C1=NCCCCC1)c1ccc(Br)cc1 | 0.2% | 4%
OC(COc1ccccc1)CN1C2=NCCCN2c2ccccc21 (centres undefined) | 1.6% | 0%
COc1ccc(/C=C(\C#N)c2ccc([N+](=O)[O-])cc2)c(OC)c1 | -112% | -3%
CC(Sc1ccc(Cl)cc1)C(=O)NCC1CCCO1 (centres undefined) | -1.4% | .
Cc1cccc(OCCCC(=O)Nc2ccc(N3CCOCC3)cc2)c1 | . | -2%
Cc1cc(N2CC(=O)N(CCc3ccccc3)C(=O)C2)n2ncnc2n1 | 0.4% | .
CCOC(=O)C1CCN(CCC(=O)Nc2ccccc2Cl)CC1 | 1.0% | .
CCC(=O)c1ccc(Br)cc1[N+](=O)[O-] | -2.6% | 8%
COC(=O)C1=C(C)N(C)C(C)=C(C(=O)OC)C1c1cccs1 | 0.2% | 3%
O=C(CCN1CCN(c2ccccc2)CC1)Nc1ccc(Cl)cc1 | 3.5% | .
Cc1nc2cc(-c3cccc(Cl)c3)[nH]n2c(=O)c1Cl | -7.7% | 0%
CCOC(=O)C(CC)(CCC(=O)O)c1csc(N)n1 (centres undefined) | 1.1% | -3%
CC(=O)Nc1ccc(S(=O)(=O)NCC2CCC(C(=O)NCCC(C)C)CC2)cc1 (centres undefined) | -3.6% | 1%
O=C(O)c1ccccc1C(=O)Nc1ccc2c(c1)C(=O)c1ccccc1C2=O | 1.2% | 3%
COc1ccc(OCCNC(=O)c2ccccc2OCC(=O)N2CCCCC2)cc1 | -0.5% | -8%
O=C(Nc1cccc(Br)c1)c1ccccc1 | -4.8% | -2%
CCC(=NCCc1ccccc1)C1=C(O)CCC1=O | -0.4%&0.5% | -9%&-5%
N#Cc1ccc(C2=NC(C(F)(F)F)(C(F)(F)F)c3c(n(Cc4ccco4)c(=O)[nH]c3=O)N2)cc1 | -0.2% | .
CC1(C)CC(NC(=S)Nc2ccc(F)cc2)CC(C)(C)N1 | 0.9% | 2%
CC(C)Cn1c(=O)c(C(=O)Nc2cnccn2)c(O)c2ccccc21 | -8.4% | -3%
Oc1c(Br)cc(/C=N/Nc2nc3ccccc3s2)c(O)c1Br | 5.0% | 0%
O=S(=O)(NCc1cccnc1)c1cccc2nsnc12 | -0.5% | 9%
O=C(CSc1nc2ccccc2o1)Nc1ccccc1 | -2.7%&-0.5% | 1%&-1%
CC1CCN(S(=O)(=O)c2cccc(C(=O)Nc3ccccn3)c2)CC1 | 6.8% | 5%
O=C(Nc1ccc(F)cc1)N1CCc2ccccc21 | 4.5% | -3%
CC(c1ccccc1)C1C(C#N)=C(N)SC(N)=C1C#N (centres undefined) | -4.4% | -19%
Cc1cccc(N2CC(C(=O)O)CC2=O)c1 (centres undefined) | 0.5% | 3%

Later entries.
smiles | Hsp70 displacement | MKP-3 inhibition
Cc1ccc(SCCNC(=O)CN(c2cccc(Cl)c2)S(=O)(=O)c2ccccc2)cc1 | -2.1% | 2%
CC(C)(C)Nc1cccccc1=O | 7.2% | -8%
CCN(C#N)c1nc(NC(C)C)nc(NC(C)C)n1 | 4.0% | -3%
CCOC1(OCC)N=C(N)C2(C#N)C(c3cccc(C)c3)C12C#N (centres undefined) | -0.4% | .
COC(=O)C(C)Sc1nc2c(c(=O)n(C)c(=O)n2C)n1CCC(C)C (centres undefined) | -2.3% | -4%
C=CCSc1n[nH]c(-c2ccc(OC)cc2)n1 | 6.8% | -8%
CCN(C(=O)COc1ccccc1)c1nnc(-c2cccnc2)s1 | 9.7% | 10%
Cc1ccc(C(C)C)c(COCC(O)CN2CC(C)CC(C)C2)c1 (centres undefined) | -1.4% | 6%
CC1N(O)C(C)(C)C(c2ccccc2)=[N+]1[O-] (centres undefined) | 0.9% | .
Cc1c(C(=O)N2CCC(C(N)=O)CC2)sc(N)c1C#N | 1.9% | -6%
Cc1ccc(C2Nc3ccc(C(=O)c4ccccc4)cc3NC3=C2C(=O)CC(C)(C)C3)o1 (centres undefined) | 0.5% | 4%
Cc1ccc(C(=O)CSc2nnnn2C(C)C)c(C)c1 | -12% | .
O=C1CCCN1CN(C(=O)c1ccc2c(c1)OCO2)c1cccc(Cl)c1 | 6.3% | 8%
COC(=O)C1=C(C)N=c2s/c(=C/c3cccc([N+](=O)[O-])c3)c(=O)n2C1c1ccc(OC(C)=O)cc1 (centres undefined) | 4.2% | 0%
O=C1CCC(=O)N1OCCOc1ccc2c(c1)CCC2 | 3.8% | -8%
COCCNC(=O)COc1ccc(Br)cc1Cl | -4.0% | .
Cc1ccc(NC(=O)c2ccc(OCC(C)C)cc2)c(C)c1 | 2.4% | 3%
O=C(Nc1ccc(Cl)cc1C(=O)NCCN1CCOCC1)c1ccc(Cl)cc1Cl | 0.7% | .
O=c1[nH][nH]c(=O)c2cc(Oc3ccc([N+](=O)[O-])cc3)ccc12 | -0.2% | 0%
Cc1cc(C#N)c(C)n1-c1cc(C(F)(F)F)ccc1N1CCOCC1 | -5.3% | -16%
C=CCNC(=O)c1ccc2nccnc2c1 | 5.2% | 0%
COc1ccc(OC)c(NC(=O)CN(c2cc(C)cc(C)c2)S(=O)(=O)c2ccccc2)c1 | -1.8% | 5%
CCCCOc1ccc(NC(=O)CSCC(=O)OCC)cc1 | 1.5%&1.9% | -4%&-7%

Compound activity as filed in PubChem.
